High-throughput results deposited in PubChem BioAssay by National Center for Advancing Translational Sciences (NCATS).
RXFP1 antag = RXFP1 (human) relaxin receptor antagonism | Q9HBX9 | HEK293-RXFP1, relaxin-stimulated cAMP HTRF, 30 min; hits give low values | activity change, negative = inhibition, % at 57.5 µM | hit rate 0.59% among 350,000 | AID 1259400;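 active means activity change of -60% or lower, but not beyond a set lower limit; inconclusive means change between -60% and -40%, or beyond the set limit; inactive means change above -40%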
Target sequence (Q9HBX9 whole entry, looked up): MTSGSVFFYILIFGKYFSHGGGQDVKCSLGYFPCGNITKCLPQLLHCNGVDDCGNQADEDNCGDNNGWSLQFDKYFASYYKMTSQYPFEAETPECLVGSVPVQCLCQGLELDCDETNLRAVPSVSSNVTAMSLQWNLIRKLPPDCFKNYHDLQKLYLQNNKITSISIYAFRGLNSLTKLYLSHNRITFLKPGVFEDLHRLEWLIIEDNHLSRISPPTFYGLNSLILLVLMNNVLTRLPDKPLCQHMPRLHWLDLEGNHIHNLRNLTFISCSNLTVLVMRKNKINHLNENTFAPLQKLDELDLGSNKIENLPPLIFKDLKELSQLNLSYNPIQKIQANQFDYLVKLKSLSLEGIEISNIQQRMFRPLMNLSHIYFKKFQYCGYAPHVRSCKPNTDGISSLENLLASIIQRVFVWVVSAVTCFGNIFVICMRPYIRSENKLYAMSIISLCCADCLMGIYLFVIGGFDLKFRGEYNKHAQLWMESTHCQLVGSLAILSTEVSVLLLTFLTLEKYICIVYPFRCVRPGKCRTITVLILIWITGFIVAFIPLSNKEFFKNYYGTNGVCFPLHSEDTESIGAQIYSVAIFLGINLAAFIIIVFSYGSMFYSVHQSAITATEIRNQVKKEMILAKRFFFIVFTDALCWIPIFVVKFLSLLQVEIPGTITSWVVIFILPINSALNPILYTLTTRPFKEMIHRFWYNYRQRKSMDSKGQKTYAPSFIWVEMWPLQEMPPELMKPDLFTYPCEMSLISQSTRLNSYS
Numbers without * were called inactive; ? = inconclusive. On the % scale 0 is the no-effect control and ±100 the full control effect. Some of the compounds tested, so the mix of outcomes need not match the whole.

SMILES	RXFP1 antag
COc1ccc(CCNC(=O)c2cc(-c3cc(Cl)cc(Cl)c3)oc2C)cc1	17
O/N=C/c1cc(Br)ccc1OCc1ccccc1F	-34
C[C@@H]1CN([C@@H](C)CO)S(=O)(=O)c2ccc(-c3ccccc3)cc2O[C@@H]1CN(C)Cc1ccccc1C(=O)O	-3
CCOC(CN=c1nc(N(C)C)ss1)OCC	-3
COc1cc(NC(=O)COC(=O)CCc2nc3ccccc3c(=O)[nH]2)cc(OC)c1	-7
NS(=O)(=O)c1cc(Br)c2c(c1)S(=O)(=O)NCN2	-2
CCOC(=O)C(C#N)C(=N)C1C(=O)OC2CCCCC21 (centres undefined)	5
COc1ccccc1CN(C)C(=O)COC(=O)c1c(C)noc1C	5
O=c1c2ccccc2nnn1-c1ccccc1[N+](=O)[O-]	8
Cc1cc(OCC(=O)OC(C)C(=O)NC2CC2)c(C(C)C)cc1Cl (centres undefined)	-1
O=C(CN1C(=O)C(=O)N(C2CCCC2)C1=O)NCCc1ccc(F)cc1	-5
CC(C)(C)NCC(=O)c1c[nH]c2ccccc12	-4
C[C@@H]1CN([C@H](C)CO)C(=O)CCCn2nncc2CO[C@H]1CN(C)S(=O)(=O)c1ccc(C#N)cc1	-8
CN(Cc1ccccc1)C(=O)COC(=O)/C=C/c1ccc2c(c1)OCO2	3
C[C@H]1CN([C@@H](C)CO)C(=O)CCCn2cc(nn2)CO[C@@H]1CN(C)C(=O)C1CCCCC1	5
CCc1nnc(NC(=O)c2cc3c(s2)CCCCC3)s1	2
Oc1ccccc1C1SC(c2ccccc2O)SC(c2ccccc2O)S1 (centres undefined)	?
CCOC(=O)c1cnc(-c2ccccc2)nc1Oc1ccc(Cl)cc1	-12
CCOC(=O)C1CC(c2ccccc2)=NN1c1ccccc1 (centres undefined)	-7
COc1ccc(S(=O)(=O)N2CCOCC2)cc1NC(=O)c1c(C)noc1C	-3
Cc1cc(NC(=O)COC(=O)c2cnccn2)ccc1Br	-4
Cc1cccnc1NS(=O)(=O)c1ccccc1	-8
COc1ccc(Cl)cc1C(=O)NNC(=O)CCNC(=O)c1ccccc1	-6
COc1ccc(C(O)(c2ccccc2)C(C(=O)O)c2ccccc2)cc1 (centres undefined)	-15
Nc1cccc(C(=O)c2ccccc2C(=O)O)c1	-2
NC(=O)NN=C1CCN2CCCc3cccc1c32	-4
CC(=O)N[C@@H](CCC(N)=O)C(=O)O	-9
O=C(Nc1cc2c(cc1Br)OCCO2)c1ccc(=O)[nH]c1	-1
COc1ccccc1NS(=O)(=O)c1cccc(C(=O)NCC(c2cccs2)N(C)C)c1 (centres undefined)	0
Cc1cc(N2CCCC2)ccc1NC(=O)COc1ccc(Cl)cc1	-10
O=C(COC(=O)C1=COCCO1)NCc1ccc(Cl)cc1Cl	4
N#CCC(=O)N1CCN(C(c2ccccc2)c2ccccc2)CC1	-27
N#CCc1cccnc1Sc1ccc(Cl)cc1	6
Cc1cccc(NC(=O)CNC(=O)Cn2ncc(Cl)c(Cl)c2=O)c1C	0
COCCCN(C(=O)C1CCCCC1)c1c(N)n(Cc2ccccc2)c(=O)[nH]c1=O	0
CNC(=O)C[C@H]1C(=O)N(CCc2ccccc2)C[C@@H]1Cc1ccccc1	7
C[C@H](CO)N1C[C@H](C)[C@@H](CN(C)Cc2ccc(Cl)c(Cl)c2)OCCCC[C@H](C)Oc2ccc(NC(=O)CCC(F)(F)F)cc2C1=O	2
Cc1ccc(OCC(=O)Nc2ccncc2)cc1C	-4
COc1ccc([C@H]2C[C@@H](n3cc(COC(=O)c4ccccc4)nn3)[C@H](O)CN2C(=O)C2CCCCC2)cc1	9
CCNc1nc2c(cnn2C)c(=O)[nH]1	-9
COc1ccc(S(=O)(=O)N2CCc3ccccc32)cc1C(=O)NCCc1ccc(S(N)(=O)=O)cc1	4
O=S1c2ccccc2Sc2ccccc21	4
CC(C)(C)C1CCNC(=O)CC1 (centres undefined)	-5
CN1OC[C@@H]2CN(Cc3ccccc3)[C@H](c3cccc(-c4ccccc4)c3)C[C@@H]21	-6
COc1ccc2nc(SCc3ncc(C)c(OC)c3C)[nH]c2c1	-3
CCC(C)C1(C2CCCC2)NC(=O)NC1=O (centres undefined)	-17
O=C1[C@H]2[C@@H](c3ccccc3)N[C@]3(CCCN(Cc4ccc(Br)cc4)C3=O)[C@H]2C(=O)N1Cc1ccccc1	8
COc1ccc(NCC(=O)Nc2c(C)cccc2C)cc1S(=O)(=O)N1CCOCC1	4
c1ccc2c(c1)COc1c3cc4c(cc3nn1-2)OCO4	-7
COc1ccc(S(=O)(=O)NCCSCc2ccco2)cc1C	5

(continued)
SMILES	RXFP1 antag
O=[N+]([O-])C(/C=C(\Cl)[N+](=O)[O-])=C1N(Cc2ccc(Cl)nc2)CCN1Cc1ccc(Cl)nc1	-3
O=C1NC(=S)SC1=Cc1ccccc1Cl	-11
COc1cccc(NC(=O)CSc2nnc(C3CCCCC3)n2N)c1	-4
Cc1ccc(C(=O)NCCCN2CCOCC2)cc1	-4
O=C(Nc1cc2c(cc1Cl)-c1ccc([N+](=O)[O-])cc1C2=NO)C(F)(F)F	-11
Cc1ccc([C@H]2C[C@@H](n3cc(-c4ccc(F)cc4)nn3)[C@H](O)CN2CC2CCCCC2)cc1	-1
CC(=O)N1CCN(c2ccc(O)cc2)CC1	4
O=C(O)c1ccc(Oc2ccc([N+](=O)[O-])cc2)c([N+](=O)[O-])c1	-3
C[C@H](CO)N1C[C@H](C)[C@H](CN(C)S(=O)(=O)c2cccc(F)c2)OCc2ccccc2-c2c(n(C)c3ccccc23)C1=O	10
O=C(O)c1ccc(Cn2cnc3c(=S)nc[nH]c32)cc1	-14
Cc1cc(C)cc(OCC(=O)NNC(=O)CC(C)c2ccccc2)c1 (centres undefined)	5
N#Cc1ccc(NN=Nc2ccccc2C#N)cc1	0
COc1ccc(OC)c(S(=O)(=O)Nc2cccc3ccc(O)cc23)c1	8
COc1ccc(O)c(C(=O)c2cnn(C(=O)c3cccc(N(C)C)c3)c2)c1	-6
COc1cccc(N=CNc2cccc(OC)c2)c1	-6
CC1=C(C(=O)N2CCOCC2)CC(CC(=O)NC2CCCC2)C(=O)N1Cc1ccccc1 (centres undefined)	16
COc1cc(C2(c3ccc(O)c(OC)c3)C(=O)N(C)c3ccc(C)cc32)ccc1O	-3
COc1cc(/C=N/NC(=O)c2cccc([N+](=O)[O-])c2)ccc1OCc1ccc(C)cc1	-4
O=C(COc1cccnc1[N+](=O)[O-])Nc1ccc(Cl)cc1F	7
CC(C(=O)Nc1ccc(C(F)(F)F)cc1)N(C)CC(=O)N1CCN(Cc2ccccc2)CC1 (centres undefined)	-5
C[C@H](NC(=O)c1ccc(Cl)cc1)C(=O)OCn1nnc2ccccc2c1=O	-13
CC1(c2ccc(F)cc2)OC(=O)c2c1ccc1ccccc21 (centres undefined)	-17
CCOc1ccc(-n2c(SCC(=O)Nc3ccc(OC)cc3OC)nc3c(c2=O)SCC3)cc1	9
CCN(C(=O)COC(=O)c1ccccc1Oc1ccccc1)c1c(N)n(Cc2ccccc2)c(=O)[nH]c1=O	6
CC(=O)Nc1ccc(S(=O)(=O)N2CN(c3ccc(C)cc3)c3nc4ccccc4nc32)cc1	-1
O=C(C1CCN(S(=O)(=O)c2cccc3nsnc23)CC1)N1CCCc2ccccc21	9
Cc1ccc(S(=O)(=O)NCC(=O)OCC(=O)Nc2ccc(C)c(S(=O)(=O)N3CCOCC3)c2)cc1	-5
Cc1ccc(OC(=O)CCC(=O)Nc2ccc(C(N)=O)cc2)cc1	4
O=S(=O)(NN=Cc1ccc(O)cc1O)c1cc(Cl)c(Cl)cc1Cl	-1
CN(Cc1ccco1)C(=O)CN1C(=O)NC2(CCCC2)C1=O	-5
COc1cc(NC(=O)C2CCN(S(=O)(=O)c3cccs3)CC2)c(C(=O)O)cc1OC	-1
CCC(C)Nc1nnc(SCC(=O)c2c(N)n(C3CC3)c(=O)[nH]c2=O)s1 (centres undefined)	-6
COc1ccccc1NS(=O)(=O)c1cc(NC(=O)COc2ccccc2)ccc1N1CCOCC1	-3
C=CCN1C(=O)c2ccc(C(=O)OCC(=O)N(CC)c3c(N)n(Cc4ccccc4)c(=O)[nH]c3=O)cc2C1=O	1
O=C(NCCc1ccc(Cl)cc1)C1CCC(=O)N1C1CCCC1 (centres undefined)	1
CCOc1ccc(S(=O)(=O)N2CCC(C(=O)Nc3ccc(C)c(S(=O)(=O)N4CCOCC4)c3)CC2)cc1	3
COc1ccc(-c2cc3nc(C)cc(N4CCN(C(=O)c5ccco5)CC4)n3n2)cc1	5
Cc1ccc(CN(C)c2ccc(S(=O)(=O)N3CCCC3)cn2)cc1	-11
O=S(=O)(c1cccc(C(F)(F)F)c1)c1ccc(O)cn1	0
CCc1cc(C(=O)N2CCCc3ccccc32)sc1C	-3
COC(=O)C(C)Sc1ccc2nnc(-c3ccc(F)cc3)n2n1 (centres undefined)	5
COc1ccc(C(=O)Nc2ccc(S(=O)(=O)N3CCN(C)CC3)cc2)cc1	-11
Cc1cc(C(=O)Nc2sccc2C(N)=O)c(C)o1	7
CCC1(c2ccccc2)C(=O)N=C(N)N(C#N)C1=O (centres undefined)	-2
O=c1[nH]c2nc(Cl)nc(Cl)c2[nH]1	5
OC(Cc1ccncc1)c1ccccc1Cl (centres undefined)	0
COc1ccc2cccc(CCNC(C)=O)c2c1	10
C=C1CC(COc2ccc3c(C)c(Cl)c(=O)oc3c2)(c2ccccc2)OC1=O (centres undefined)	-26
CCN1CCN(C(=S)NC(=O)c2cccc(Br)c2)CC1	2
Cc1ccc(C)c(C(=O)COC(=O)c2cc(S(=O)(=O)N3CCOCC3)ccc2F)c1	-2

The results go on:
SMILES	RXFP1 antag
CN(C)CC/C=C1/c2cc(F)ccc2Sc2ccc(Cl)cc21	-36
CC(=O)Nc1ccc(S(=O)(=O)Nc2cccc(-c3nc4cc(C)ccc4o3)c2)cc1	2
COc1ccccc1OCCC(=O)Nc1ccc2c(c1)OCO2	3
Nn1c(=S)[nH]c2sc3c(c2c1=O)CCCC3	26
O=C(CSc1nnc(CNC(=O)c2c(F)cccc2F)o1)c1ccc(Cl)cc1	-5
Cn1nnnc1SCC(=O)N1N=C(c2ccc(Cl)cc2)CC1c1ccco1 (centres undefined)	5
COc1ccc(NC2CCCN(C(=O)c3ccccc3-c3ncc[nH]3)C2)cc1 (centres undefined)	-3
c1ccc(-c2nccc3ccccc23)cc1	-4
O=C1c2ccccc2-c2c1c1ccccc1c(=O)n2CCO	-6
C[C@H]1CN([C@@H](C)CO)C(=O)CCCn2nncc2CO[C@@H]1CN(C)Cc1ccccc1C(F)(F)F	5
O=C(C1COc2ccccc2O1)N1CCN(c2ccc(C(F)(F)F)cn2)CC1 (centres undefined)	-20
O=C(NCc1ccncc1)c1ccc(Cn2cc(C(F)(F)F)ccc2=O)cc1	1
CC1(C)OC1(C#N)c1ccccc1 (centres undefined)	-37
CC1NC(=O)COC1c1ccccc1 (centres undefined)	8
CCc1sc(C(=O)NNC(=O)c2cncc(Br)c2)cc1C	-15
COc1ccc(-c2nn3c(-c4cccc(C)c4)nnc3s2)cc1OC	-16
Cc1ccccc1-c1nc(S(=O)(=O)c2ccccc2)c(NCCCN2CCOCC2)o1	-6
CC1(c2ccccc2)CC(c2ccccc2)=C(C#N)C(=O)N1 (centres undefined)	-8
Cc1ccc2nc(Cl)c(-c3ccccc3)cc2c1	-16
C[C@@H]1CN([C@@H](C)CO)C(=O)c2c(c3ccccc3n2C)-c2ccccc2CO[C@H]1CN(C)C(=O)[C@H](C)c1ccccc1	0
O=c1[nH]c2ccccc2c2ccc(Cl)cc12	-3
CC(=O)N1N=C(c2ccc(Br)cc2)CC1c1ccc(Br)cc1 (centres undefined)	-2
COc1ccc(NC(=O)C[C@@H]2C(=O)N(c3ccc(OC)cc3)CC2(C)C)cc1	-12
C[C@H]1CN([C@@H](C)CO)C(=O)CCCn2cc(nn2)CO[C@@H]1CN(C)S(=O)(=O)c1ccc2c(c1)OCCCO2	12
COc1ccc(OC)c(N=Nc2c(O)c3ccccc3[nH]c2=O)c1	-13
COc1ccc(CCNC(=O)CN2C(=O)NC3(CCCCC3)C2=O)cc1	-21
O=C(NCc1ccco1)c1cccn2c(=O)c3sccc3nc12	-6
